PRMT1 FP inh = blocks human protein arginine methyltransferase 1 | Q99873 | recombinant PRMT1, activity-based probe fluorescence polarization | inhibition, % at 2.79 µM | hit rate 1.3% among 370,000;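 active = inhibition above about 21% made by adding two undisclosed values, limit read from the data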
rCAG RNA binder = binds r(CAG) RNA repeats; hit rate 1.3% among 370,000; inhibition, % at 3 µM; r(CAG) RNA repeat, TO-PRO-1 dye displacement fluorescence;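 active = inhibition above the plate cutoff, the mean of all test compounds on that plate plus 3 SD, cut at about 35% in these data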;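 note: 0% = DMSO alone and 100% = 100 µM mitoxantrone as full dye displacement; higher means more dye released from RNA so lower well fluorescence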
TDP2 inh = TDP2 (human) inhibition, absorbance primary screen | AID 720702 | O95551 | hit rate 0.34% among 370,000 | inhibition, % at 12.8 µM | recombinant TDP2, T5PNP hydrolysis, p-nitrophenol absorbance 415 nm;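 active = inhibition above the mean of all tested compounds plus 3 SD, set per campaign, cut at about 25% in these data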;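 note: 0% = DMSO with enzyme and 100% = buffer with substrate but no TDP2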
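Assay system: Recombinant human TDP2 | Quantity: 120 nM TDP2 per well | Incubation: 2 h at 37 °C | Signal: Epi absorbance | Evaluation: Percent inhibition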
SIAE inh = human SIAE inhibition, primary screen; AID 1053197; hit rate 0.69% among 370,000; SIAE FP-Rh probe binding, fluorescence polarization; inhibition, % at 9.66 µM; Q9HAT2;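 active = inhibition above a cutoff: mean of compounds within the control limits plus 3 SD of those, cut at about 17% in these data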;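 note: 0% = plate median of compound wells and 100% = probe without SIAE protein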
HTRA1 inh = inhibitors of human serine peptidase HTRA1 | Q92743 | recombinant HTRA1, FP-rhodamine activity-based probe, fluorescence polarization | inhibition, % at 5.96 µM | hit rate 0.5% among 340,000; in the data active = inhibition above about 36%;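 note: 0% = enzyme with DMSO and 100% = wells lacking enzyme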
LEDGF integ inh = blocks HIV-1 LEDGF/p75-dependent DNA integration; AID 743269; TR-FRET IN-LEDGF/p75 DNA integration, Eu/Cy5; inhibition, % at 3.7 µM; hit rate 0.64% among 370,000;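 active = inhibition above the screen-wide mean plus 3 SD, cut at about 13% in these data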;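 note: signal is the Cy5 over europium emission ratio at 671 and 618 nm; 0% = plate median of compound wells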
ABHD4 inh = inhibits mouse alpha/beta hydrolase domain 4; Q8VD66; purified mABHD4, FP-Rh probe fluorescence polarization; inhibition, % at 8.92 µM; hit rate 0.54% among 370,000; AID 720543;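 active = inhibition exceeding the mean over every tested compound plus 3 SD, cut at about 30% in these data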;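 note: 0% = plate median of compound wells and 100% = S159A mutant with DMSO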
Target sequence (Q8VD66 whole entry, looked up, the tested form may be a part): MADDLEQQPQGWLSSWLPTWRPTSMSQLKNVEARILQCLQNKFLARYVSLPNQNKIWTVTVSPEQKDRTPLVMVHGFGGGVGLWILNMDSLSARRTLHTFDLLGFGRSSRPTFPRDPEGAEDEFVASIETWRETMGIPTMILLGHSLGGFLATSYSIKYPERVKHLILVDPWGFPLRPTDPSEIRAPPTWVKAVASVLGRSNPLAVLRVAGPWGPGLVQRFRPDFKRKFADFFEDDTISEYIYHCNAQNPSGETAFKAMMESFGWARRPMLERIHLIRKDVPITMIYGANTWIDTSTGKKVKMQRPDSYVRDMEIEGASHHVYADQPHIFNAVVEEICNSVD
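Test system: mABHD4 protein | Buffer or medium: HEPES pH 7.0 buffer, 150 mM NaCl, 0.01% Pluronic F-127 | Probe or stimulus: FP-Rh fluorescent activity-based probe, added after compound pre-incubation | Timing: Pre-incubation 45 min, probe exposure 60 min, at 25 °C | Technique: Fluorescence polarization, excitation 525 nm, emission 598 nm, BODIPY TMR filters | Repeats: Single well per compound (singlicate)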
NPR2 activator = GC-B (human) receptor activation. HEK293-GC-B cells, CNP EC30, cGMP TR-FRET; 0% at EC30 CNP, 100% saturating CNP. activation, % at 10 µM. hit rate 0.11% among 370,000. AID 1920062;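 active = activation at 10 µM reaching about 35% in either raw or pattern-adjusted values, limit read from the data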
MBD2 inh = blocks human MBD2 binding to methylated DNA. Q9UBB5. hit rate 0.31% among 370,000. TR-FRET, MBD2 binding to methylated oligonucleotide. inhibition, % at 4.4 µM; in the data active = inhibition above about 13%
Target sequence (Q9UBB5 whole entry, looked up): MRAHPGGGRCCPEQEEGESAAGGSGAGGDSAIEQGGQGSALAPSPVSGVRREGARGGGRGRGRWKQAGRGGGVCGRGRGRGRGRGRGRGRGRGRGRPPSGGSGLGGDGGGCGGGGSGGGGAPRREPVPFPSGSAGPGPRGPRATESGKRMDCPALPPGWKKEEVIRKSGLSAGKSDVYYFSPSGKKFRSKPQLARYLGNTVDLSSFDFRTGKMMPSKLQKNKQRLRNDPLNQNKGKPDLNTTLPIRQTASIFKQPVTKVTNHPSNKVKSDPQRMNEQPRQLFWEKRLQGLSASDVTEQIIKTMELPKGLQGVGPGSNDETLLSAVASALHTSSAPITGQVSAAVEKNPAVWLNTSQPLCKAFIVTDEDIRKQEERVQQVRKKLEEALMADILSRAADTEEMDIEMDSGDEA
TCR-CD3 inh = human TCR-CD3 binding inhibition | inhibition, % at 9.4 µM | AID 651800 | TAMRA-labeled TCR probe fluorescence, biochemical | hit rate 0.37% among 360,000; in the data active = inhibition above about 19%;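 note: recombinant mutant TCR 2C K166C tagged with TAMRA read by polarization; 0% = receptor in buffer alone and 100% = receptor with positive control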
Numbers without * were called inactive; . = no result given. This is a subset. The share of hits here may be higher or lower than overall.

SMILES	PRMT1 FP inh	rCAG RNA binder	TDP2 inh	SIAE inh	HTRA1 inh	LEDGF integ inh	ABHD4 inh	NPR2 activator	MBD2 inh	TCR-CD3 inh
O=C(Nc1cc(Cl)ccc1N1CCOCC1)C1CC1	5	0	-2	3	7	-9	-1	1	2	-7
Cc1ccc(N2C(=O)c3ccccc3C2C(=O)c2ccc(O)cc2O)cc1 (centres undefined)	24*	20	-5	4	-32	11	-2	1	-4	7
Cc1nn(-c2ccc(F)cc2)c(C)c1CN1CCN(Cc2ccccc2)C(CCO)C1 (centres undefined)	6	-8	8	-5	-5	-1	6	7	8	-4
CCC(c1nnc(SCC(=O)NC2CCCCC2)n1Cc1ccccc1)N(C)C (centres undefined)	-4	-8	14	19*	-1	0	-1	4	-2	-6
O=C(Nc1ccc(Br)cc1F)c1ccc2c(c1)N(Cc1ccccc1)C(=O)CS2=O (centres undefined)	7	7	-4	-27	-34	-3	-27	-5	3	-11
O=S(=O)(Cc1ccccc1)N1CCN(c2ncccn2)CC1	-5	0	-2	4	6	4	-8	-3	1	1
COc1ccccc1OCCNC(=O)c1ccccc1C	-1	-4	4	-1	5	2	1	-11	-2	0
COc1ccc(OC)c(NS(=O)(=O)c2cccc3cccnc23)c1	-3	0	-15	3	3	2	-6	-1	-3	1
O=S(=O)(c1cccc(C(F)(F)F)c1)N1CCC(c2nc3ccccc3[nH]2)CC1	1	2	-16	-6	-5	1	-2	8	0	3
Cn1nc(C(=O)N2CCN(S(=O)(=O)/C=C/c3ccccc3)CC2)c2ccccc2c1=O	-4	0	-2	-14	-4	2	1	-1	-4	1
O=C(Nc1nncs1)c1cc(-c2ccco2)nc2ccccc12	36*	48*	7	-4	2	12	3	2	-4	7
O=C(Nc1cccc(C(F)(F)F)c1)c1csc(-c2ccncc2)n1	1	0	6	-3	-29	-1	-16	3	0	4
Cc1ccc(CN2C(C(=O)NC3CCCC3)CSCCS2(=O)=O)cc1 (centres undefined)	5	1	2	-6	.	1	6	-5	-4	.
Cc1ccc(N2C(=O)C3C4C=CC(CNC(=S)N5CCN(c6ccccc6)CC5)(O4)C3C2=O)cc1 (centres undefined)	43*	3	-7	2	-3	3	-5	-2	-2	-4
CN1CCN(C(=O)C[C@H]2CC[C@H]3[C@@H](COC[C@@H](O)CN3Cc3cccc(F)c3)O2)CC1	-1	-2	5	-2	.	0	0	1	-4	8
O=C(COC(=O)CN1C(=O)c2ccccc2C1=O)Nc1cccc(F)c1	-8	3	5	-5	6	10	4	1	-4	8
COCCSc1ccccc1C(=O)Nc1ccc2c(c1)OCO2	-4	-2	-5	-3	2	4	0	-1	0	1
Cc1cccc(N(CC(=O)NCCC2=CCCCC2)S(C)(=O)=O)c1C	0	-7	3	1	-2	-2	-3	2	-2	1
COc1ccccc1OCCNc1nc2c(c(=O)n(C)c(=O)n2C)n1C	-2	-6	-8	-2	-4	0	8	-6	-2	2
COc1ccccc1C(=O)Nc1nsc(-c2ccccc2)n1	-4	8	5	-1	-15	2	-16	-3	-5	1
COc1ccc(Oc2ccc(S(=O)(=O)N3CCCCC3)cc2S(=O)(=O)N2CCCCC2)cc1	-4	1	-12	-5	4	1	0	3	2	1
Cc1ccc(N2C(=O)CC(NCc3ccc4c(c3)OCO4)C2=O)cc1Cl (centres undefined)	19	9	0	-1	0	1	-1	0	-2	3
Cc1nn(CC(=O)NCCc2ccc(Cl)cc2)c(=O)c2cccn12	0	-2	12	6	-9	0	1	-1	-4	5
COc1ccc(OC)c2c1C(=O)C(Cl)=C(Cl)C2=O	91*	1	-6	10	0	1	24	22	-9	-4
O=C(Nc1ccc(OCCO)cc1)c1csc([C@@H]2C[C@H](O)[C@@H](CO)O2)n1	-5	1	8	-1	.	3	0	3	0	0
(more compounds)
SMILES	PRMT1 FP inh	rCAG RNA binder	TDP2 inh	SIAE inh	HTRA1 inh	LEDGF integ inh	ABHD4 inh	NPR2 activator	MBD2 inh	TCR-CD3 inh
COC(=O)c1cc(CNC(=O)c2ccc(N3CCCC3)c([N+](=O)[O-])c2)ccc1OC	4	-2	-1	0	2	-2	-7	5	-3	4
CCCCC1CCC(C(=O)OCC(=O)Nc2ccc(S(N)(=O)=O)cc2)CC1 (centres undefined)	2	16	-3	-5	-35	-1	-28	3	3	-2
COc1ccc(NC(=S)N(Cc2ccc(C)cc2)Cc2ccccn2)cc1	-9	0	-14	-12	-2	5	-10	-1	1	4
CN(CC(=O)Nc1ccccc1C(F)(F)F)C(=O)CC1OC(=O)c2ccccc21 (centres undefined)	1	1	-3	-2	5	1	-2	2	1	0
CN1CCC(NCCC(c2ccc(F)cc2)c2ccc(Cl)cc2)CC1 (centres undefined)	0	6	0	-2	12	-2	17	-17	1	6
CCCc1nnc(NS(=O)(=O)c2ccccc2)s1	2	6	7	-1	5	-2	2	-1	2	1
CCOc1ccccc1C(=O)N[C@H](C(=O)Nc1ccc(OC)c(S(=O)(=O)N2CCOCC2)c1)C(C)C	3	-2	11	4	-6	-2	4	0	0	-10
CC(C)[C@H](NC(=O)[C@H](Cc1ccccc1)NC(=O)OC(C)(C)C)C(=O)N1CCC2CCN(S(=O)(=O)c3ccccc3)CC21 (some centres undefined)	-1	3	-3	-3	.	-2	5	11	0	.
Cc1nc2ccc(C(=O)N(C)Cc3ccco3)cn2c1N(C)C(=O)CCc1ccccc1	2	-1	-2	8	.	-3	7	1	2	-5
Cc1ccccc1-c1nc(CS(=O)(=O)CC(=O)NCCN2CCOCC2)c(C)o1	-3	3	9	0	-4	5	3	0	-3	1
CCN1CCN(C(=O)c2ccc(COc3cccc(Cl)c3)o2)CC1	3	-3	7	-6	0	-4	3	0	-1	-2
COc1cc(-c2nnc(-c3ccccc3)o2)cc(OC)c1OC	0	-5	0	-2	9	2	4	2	6	-1
COC(=O)Cc1ccc(NC(=O)c2ccc3c(c2)C(=O)N(CC2CCCO2)C3=O)cc1 (centres undefined)	-1	-5	-3	-6	4	-2	-3	0	-5	1
CC(=O)c1ccc(NC(=O)c2cccs2)cc1	-2	1	-3	-6	-15	-2	-3	-4	-2	-1
N#CC1C(=O)NC(=O)C(C#N)C12CCCCC2 (centres undefined)	-3	3	13	4	.	5	-2	-1	1	7
COc1ccc2oc(=N)c(-c3nnc4n3CCCCC4)cc2c1	-3	1	8	11	9	-2	3	2	-1	-1
CCCOc1cccc(C2C(C(=O)c3cccs3)=C(O)C(=O)N2CCN2CCOCC2)c1 (centres undefined)	4	9	-3	-4	3	-6	6	-7	2	-2
CN1/C(=C\C=C(C#N)C#N)C(C)(C)c2ccccc21	1	0	-10	7	5	0	-13	8	8	-5
COc1cc2c(cc1OC)C(C)N(C(=O)Nc1ccccc1)CC2 (centres undefined)	3	-6	-4	-2	1	0	5	-1	2	-4
Clc1nc(NC2CCCC2)nc(N2CCOCC2)n1	2	-4	14	2	5	-3	0	3	2	-1
O=C(CSc1nc2ccccc2c(=O)[nH]1)Nc1ccccc1N1CCOCC1	0	6	-1	3	-10	5	-1	3	-1	0
CC(NC(=O)CCCCCNC(=O)N1CCn2c1nc1ccccc12)c1ccccc1 (centres undefined)	-3	-3	6	4	-4	3	-2	-11	-3	1
COc1ccc(-c2c(C(=O)c3ccc(Br)cc3)[nH]c(N)c2C(=O)c2ccccc2)cc1OC	6	3	5	-1	.	-3	22	-6	1	-3
CCn1c(C)c(CS(=O)(=O)c2ccccc2)[nH]c1=O	69*	-2	-3	5	2	3	7	-2	1	-1
N#Cc1nc(Cc2cccc3ccccc23)oc1N1CCCCC1	0	0	1	2	-25	1	-21	-4	1	7

4 compounds drawn at random from the list so far, as already listed:
SMILES	PRMT1 FP inh	rCAG RNA binder	TDP2 inh	SIAE inh	HTRA1 inh	LEDGF integ inh	ABHD4 inh	NPR2 activator	MBD2 inh	TCR-CD3 inh
CC(NC(=O)CCCCCNC(=O)N1CCn2c1nc1ccccc12)c1ccccc1 (centres undefined)	-3	-3	6	4	-4	3	-2	-11	-3	1
CC(=O)c1ccc(NC(=O)c2cccs2)cc1	-2	1	-3	-6	-15	-2	-3	-4	-2	-1
Clc1nc(NC2CCCC2)nc(N2CCOCC2)n1	2	-4	14	2	5	-3	0	3	2	-1
COc1ccc(NC(=S)N(Cc2ccc(C)cc2)Cc2ccccn2)cc1	-9	0	-14	-12	-2	5	-10	-1	1	4

(listing goes on)
SMILES	PRMT1 FP inh	rCAG RNA binder	TDP2 inh	SIAE inh	HTRA1 inh	LEDGF integ inh	ABHD4 inh	NPR2 activator	MBD2 inh	TCR-CD3 inh
O=C(Nc1nonc1NC(=O)C1CCCCC1)C1CCCCC1	0	0	11	-2	1	0	-11	-3	1	0
CC(=O)c1cc(C)ccc1OC(=O)CCN1C(=O)C2C3c4ccccc4C(c4ccccc43)C2C1=O (centres undefined)	2	4	-8	0	-7	2	3	-2	-2	4
Cc1cc(C)c(C#N)c(N2CCN(C(=O)C3COc4ccccc4O3)CC2)n1 (centres undefined)	8	5	-9	5	10	-6	-10	-6	7	0
COCCN1C[C@@H](CO)O[C@@H](n2cnc3c(NCc4ccco4)ncnc32)C1	0	1	11	5	.	-2	5	1	2	-4
Cc1ccc(C(C(=O)NC2CCCCC2)N2CCOCC2)cc1 (centres undefined)	1	-7	-10	-5	8	-7	-8	-3	2	-4
COc1ccc(S(=O)(=O)NCCc2c(C)nn(C)c2Oc2ccccc2)cc1	-2	-11	-7	-11	-11	0	-2	-10	-3	4
O=C(Nc1nccs1)c1ccccc1[N+](=O)[O-]	3	1	4	1	-2	-6	-2	-1	0	-2
CCc1nnc(NS(=O)(=O)c2ccc(NC(=O)c3cc4ccccc4oc3=O)cc2)s1	-2	2	-9	0	.	1	-3	2	0	-1
O=C(NCCc1ccccc1)/C(=N\O)c1ccccc1	2	0	-3	-3	1	1	-12	-1	-3	7
Cc1noc(C)c1S(=O)(=O)N(C)C[C@H]1OCc2cnnn2CCCC(=O)N([C@H](C)CO)C[C@@H]1C	-5	2	-8	-1	6	4	-9	-5	-3	0
Cc1cc(-c2onc(C)c2C(=O)Oc2ccc(Cl)cc2)no1	-2	-5	6	-2	-12	1	0	-5	-4	-1
COc1ccc(N2CCN(CC(O)COc3ccc(C)c(C)c3)CC2)cc1 (centres undefined)	1	-5	-10	6	9	5	1	-4	-6	-2
O=C(Nc1cccs1)Nc1c(F)cc(F)cc1Br	1	-1	-1	1	0	0	-2	7	-5	12
CC(C)c1cccc(-c2csc(C(O)c3ccccc3)n2)c1 (centres undefined)	1	4	7	-6	.	-2	-28	-3	1	3
O=C(COC(=O)C1CC1)NC(=O)c1ccccc1	-1	1	-22	-6	-2	7	-4	2	16*	-7
